Compound activity from PubChem BioAssay.
PAX8 reporter = lowers PAX8-driven luciferase in RMG-I cells; RMG-I TPO-luciferase reporter, SteadyGlo, 24 h; inhibition, % at 12.6 µM; actives 1.2% (n = 360,000); AID 652154;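 active means mean replicate inhibition at least 60% with every replicate also reaching 60%; inconclusive means only one of the two criteria is met; inactive means mean below 60% and not all replicates reaching 60%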;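 further: luciferase light reporting Pax8 driven TPO promoter activity; plate controls were median of neutral control wells for no effect and mitoxantrone controls for full effect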
EWS-Fli block = inhibitors of EWS/Fli oncoprotein transcriptional activity; A673 NR0B1-luciferase reporter, viability-normalised; inhibition, % at 12.6 µM; actives 0.67% (n = 350,000); AID 651661;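 active means mean inhibition of at least 50% after viability correction, with every replicate also passing that limit; inconclusive means mean reaches 50% but only one of two replicates passes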;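 further: firefly luciferase signal divided by Alamar Blue viability fluorescence both relative to DMSO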
GSIS activator = primary screen for activators of insulin secretion dependent on glucose, INS-1E cells, GLuc reporter luminescence; AID 743287; actives 0.61% (n = 370,000); INS-1E GLuc reporter insulin secretion, 2-3 h; activation, % at 16.6 µM;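 active means lowest replicate activation of at least 40%, so every replicate reaches that level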;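 further: 0% = median of neutral control wells and 100% = median of IBMX positive control wells; some compounds called inactive have numbers as strong as hits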
DENV2 CPE rescue = inhibitors of DENV2 cytopathic effect; DENV2-infected cells, cytopathic effect rescue, plate reader; actives 1.7% (n = 350,000); CPE inhibition, % at 9.99 µM; AID 651640; in the data active means CPE inhibition above about 20%, passing the limit was not always enough; inconclusive means no clear call, values can overlap the other calls; tested in BHK-21 cells;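 further: 0% = median of neutral control wells and 100% = median of positive control wells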
CFTR F508del cor = correctors of CFTR F508del function in bronchial epithelial cells. CFBE cells, YFP halide quenching; stimulated with forskolin plus potentiator P3; % fluorescence drop versus neutral controls. actives 0.36% (n = 350,000). AID 720511. activity (quench increase), % at 7.58 µM;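 active means mean added fluorescence quench of at least 8% versus neutral control, with both replicates also reaching 8%; inconclusive means only one of the mean or replicate conditions met; inactive means mean below 8% and not both replicates reaching 8%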;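 further: cells transiently co-express mutant CFTR-F508del with the halide-sensitive YFP; corrector assay measuring rescue of mutant channel to the surface after 24 h compound exposure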
miR-122 sensor = miR-122 inhibition in Huh7 cells; Huh7 miR-122 Renilla luciferase sensor, 48 h; neutral wells = 0, positive control = 100; activation (reporter increase), % at 12.5 µM; actives 0.3% (n = 340,000);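 active means mean replicate activation score at least 90 and every replicate individually at or above 90; inconclusive means only one of the two criteria met; inactive means neither criterion met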;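 further: higher luciferase means less miR-122 activity so hits act as miR-122 inhibitors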
FN deposition inh = fibronectin deposition inhibition; AH1F fibroblasts, Alexa488-fibronectin deposition fluorescence, overnight; actives 0.086% (n = 350,000); inhibition, % at 12.6 µM;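 active means mean inhibition across replicates of 30% or more, regardless of how many single replicates reach that level; inconclusive means mean under 30% yet at least half of replicates reach 30%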;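 further: positive control wells lacked labelled fibronectin entirely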
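material = AH1F fibroblast monolayer depositing Alexa488-labelled fibronectin into matrix | amount = 10000 AH1F cells/well | buffer or medium = DMEM plus 2% serum, read in PBS | incubation = 1 h cell adhesion before compound, then overnight fibronectin incubation | detection = fluorescence at 485 nm excitation, 525 nm emission | evaluation = percent inhibition as loss of matrix-bound fibronectin fluorescence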
* marks the source's active call; other numbers are inactive results; u = inconclusive; x = not tested or not shown; & = joins results of further samples; [ ] = remark or other dose.

SMILES	PAX8 reporter	EWS-Fli block	GSIS activator	DENV2 CPE rescue	CFTR F508del cor	miR-122 sensor	FN deposition inh
O=C(NCc1ccccn1)c1ccc(Cl)c(NC2=NC3CS(=O)(=O)CC3S2)c1 (stereo not drawn)	-14	-8	10	-4	-0.9	3	-10
CC(=O)n1cc(/C=N/NC(=O)c2ccccc2O)c2ccccc21	-31	-46	2	-4	-1.1	x	1
COc1ccc(C(=O)Nc2nnc(SCC(=O)NC3CC3)s2)cc1	-31	20	3	3	1.8	-4	-11
COc1ccccc1-c1cnc2c(c1)C(=O)N([C@@H](C)CO)C[C@H](C)[C@@H](CN(C)Cc1cncnc1)O2	x	-5	2	3	3.9	18[16.7 µM]	x
C[C@H](O)C#Cc1ccc2c(c1)O[C@H](CN(C)C(=O)C1CCCCC1)[C@@H](C)CN([C@H](C)CO)S2(=O)=O	x	2	4	9	-1.4	28[16.7 µM]	x
Cc1ccc(N2C(=O)C3C4C=CC(CC4)C3C2=O)cc1[N+](=O)[O-] (stereo not drawn)	-2	4	1	-6	-1.3	-7	-11
C[C@H](CO)N1C[C@H](C)[C@@H](CN(C)C)Oc2ccc(NC(=O)Nc3ccccc3)cc2CC1=O	3	-5	8	2	2.0	-2[16.7 µM]	x
COC(=O)CCc1sc(Nc2ccccc2)nc1-c1ccc(OC)cc1	-119	x	-23	x	x	x	-1
Cc1ccc(-c2ccc(S(=O)(=O)N3CCCC3)cc2)cc1	8	2	x	15	-0.5	x	12
COc1ccccc1-n1c(SCC(=O)N(C)C)nnc1-c1ccco1	19	-1	-4	6	-0.5	-2	-4
C[C@H](CO)N1C[C@H](C)[C@H](CN(C)C(=O)c2ccccc2)OCCCC[C@H](C)Oc2ccc(NS(=O)(=O)c3ccc(F)cc3)cc2C1=O	14	-3	-10	-3	0.6	0[16.7 µM]	x
O=C(Nc1ccc2c(c1)C(=O)NC2=O)c1ccc(S(=O)(=O)N2CCCC2)cc1	-1	-10	-5	7	-3.4	-1	-5
C[C@H]1CN([C@@H](C)CO)C(=O)Cc2cc(NC(=O)Nc3ccc(F)cc3)ccc2O[C@@H]1CN(C)Cc1ccc2c(c1)OCO2	7	-10	-22	-3	1.0	4[16.7 µM]	-5
CSc1nc2c(cnn2-c2ccc(C)c(C)c2)c(=O)[nH]1	17	-1	x	-6	3.1	-3	4
COc1ccc(C(CNC(=O)c2cc(SC)ccc2Cl)N(C)C)cc1 (stereo not drawn)	-2	0	3	16	-2.2	21	4
Cc1noc(C)c1NC(=O)Nc1ccc2c(c1)C(=O)N(C)[C@H]1CC[C@@H](CC(=O)N[C@@H]3CCN(Cc4ccccc4)C3)O[C@@H]1CO2	-13	-3	0	0	0.4	-8[16.7 µM]	-4
Cc1ccc(-n2c(C)cc(C(=O)CN3CCOCC3)c2C)cc1	-20	-52	-17	0	1.0	-3	-3
C[C@H](CO)N1C[C@H](C)[C@H](CN(C)Cc2cccc(F)c2)OCc2ccccc2-c2ccccc2C1=O	10	2	-22	x	1.6	x	-16
C[C@@H]1CN([C@H](C)CO)C(=O)c2cc(C#Cc3ccccc3F)cnc2O[C@@H]1CN(C)S(=O)(=O)c1ccccc1	x	3	-18	3	1.2	-15[16.7 µM]	x
C[C@H](CO)N1C[C@H](C)[C@@H](CN(C)CC2CCCCC2)Oc2ccc(NC(=O)Nc3ccc(F)cc3)cc2C1=O	8	7	12	27*	-2.9	4[16.7 µM]	x
COc1ccc(C(=O)COC(=O)c2cnc(C)cn2)cc1OC	-2	1	20	-3	-3.0	-3	-8
Cc1cccc(C)c1NC(=O)CNC(=O)c1cncc(Br)c1	-14	-1	-7	0	-0.6	38	-2
COc1ccc(-c2cc(C(F)(F)F)nc(N3CCOCC3)n2)cc1	x	x	-19	x	x	-8	0
Cc1noc(C)c1NC(=O)N1C[C@H](O)COC[C@@H]2O[C@@H](CC(=O)NCC3CCCCC3)CC[C@H]21	6	1	9	u	-2.6	7[16.7 µM]	1
Cc1ccc(C(=O)OC(C)CN2CCOCC2)cc1 (stereo not drawn)	-28	-5	-3	3	-2.9	x	x
Cc1ccc(S(=O)(=O)N(C)C[C@@H]2Oc3c(NC(=O)c4ccc(-c5nccs5)cc4)cccc3C(=O)N([C@@H](C)CO)C[C@H]2C)cc1	7	-9	-4	-3	0.1	-3[16.7 µM]	x
COc1ccc(C)cc1NC(=O)C(C)N(c1ccc(C)cc1)S(C)(=O)=O (stereo not drawn)	x	x	-13	x	x	-5	-1
Cc1ccc(C(=O)Nc2cccc([N+](=O)[O-])c2)cc1S(=O)(=O)Nc1cccc(C(=O)O)c1	12	0	-10	-4	-0.2	x	-3
COc1cccc(NC(=O)Cn2c(CCC(=O)O)ccc2-c2ccc(C)cc2)c1	-4	0	19	6	-0.6	x	-15
CCOc1cc(N2CCOCC2)c(OCC)cc1NC(=O)CSc1nnc(N)s1	x	-7	10	5	0.0	13	2
O=C(Nc1nc(-c2ccncc2)cs1)c1ccco1	-17	x	x	x	x	18	-4
O=C(Nc1ccccc1)N(c1ccccc1)C1C=CS(=O)(=O)C1 (stereo not drawn)	6	4	-5	16	x	2	-1
COC(=O)CN(C(=S)Nc1ccccc1)C1CC(=O)N(c2ccc(OC)cc2)C1=O (stereo not drawn)	x	7	x	-7	1.8	1	x
Cc1nc2nc[nH]n2c(=O)c1NC(=O)CC12CC3CC(CC(C3)C1)C2	x	-37	3	x	3.3	-1&-2	x
Cn1ccc2c(-c3ccc(F)nc3)cc3c(c21)C1CCC3C1 (stereo not drawn)	-3	7	20	-7	0.1	1	8
COC(=O)c1cc2c(ccn2-c2ccc(F)cc2)n1Cc1ccc(OC)cc1	-37	x	-16	x	x	x	3
COc1ccc(S(=O)(=O)N2CN3CCN(C3)C2)cc1OC	-6	11	14	-2	-1.0	-7	1
CSc1n[nH]c(=O)n1C1CCCCC1	4	6	3	2	-2.7	x	-1
Cc1noc(C)c1NC(=O)N(C)C[C@H]1OCCCC[C@H](C)Oc2ccc(NC(=O)C3CCCCC3)cc2C(=O)N([C@H](C)CO)C[C@H]1C	-4	2	8	-5	-2.1	8[16.7 µM]	x
CO[C@H]1CN(C)C(=O)c2ccc(NS(=O)(=O)c3ccccc3F)cc2OC[C@H](C)NC[C@@H]1C	-54	2&10	9&4&0&10	-1	0.3&-6.6	x	-7&-8&21&-6

For reference, some entries already given.
SMILES	PAX8 reporter	EWS-Fli block	GSIS activator	DENV2 CPE rescue	CFTR F508del cor	miR-122 sensor	FN deposition inh
CSc1n[nH]c(=O)n1C1CCCCC1	4	6	3	2	-2.7	x	-1
Cc1noc(C)c1NC(=O)N(C)C[C@H]1OCCCC[C@H](C)Oc2ccc(NC(=O)C3CCCCC3)cc2C(=O)N([C@H](C)CO)C[C@H]1C	-4	2	8	-5	-2.1	8[16.7 µM]	x
CO[C@H]1CN(C)C(=O)c2ccc(NS(=O)(=O)c3ccccc3F)cc2OC[C@H](C)NC[C@@H]1C	-54	2&10	9&4&0&10	-1	0.3&-6.6	x	-7&-8&21&-6

Remaining list, next part:
SMILES	PAX8 reporter	EWS-Fli block	GSIS activator	DENV2 CPE rescue	CFTR F508del cor	miR-122 sensor	FN deposition inh
COc1ccc(C2SCC(=O)N2c2nc3ccccc3s2)cc1 (stereo not drawn)	-26	-2	-4	4	1.7	5	3
CCOC(=O)Cc1csc(NC(=O)c2ccc3ncsc3c2)n1	-85	-29	-4	-1	-0.8	3	-1
CCCCNC(=O)CCCCC(=O)N/N=C/c1cccc(Cl)c1	-20	x	-3	x	x	x	3
N#Cc1cccc(-c2ccc3c(c2)[C@@H]2[C@@H](CCN2Cc2ccncc2)[C@@H](CO)N3)c1	-25	-6	15	-9	0.7	1[16.7 µM]	3
C[C@@H]1CN([C@H](C)CO)C(=O)c2cc(C#Cc3ccncc3)cnc2O[C@@H]1CN(C)S(=O)(=O)c1ccccc1F	x	-5	10	-5	2.4	-7[16.7 µM]	x
O=C(O)c1cc(-c2ccc3c(c2)OCCO3)n[nH]1	-6	0	16	-1	-3.0	-1	1
O=C(NCC(=O)N(c1cccc(F)c1)C(C(=O)NC1CCCC1)c1cccnc1)c1cccs1 (stereo not drawn)	10	8	-11	0	-0.2	x	3
O=C(NNC(=O)c1csc(N2CCOCC2)n1)c1cccnc1	0	1	-4	19	-0.5	1	1
Oc1ccc(Cl)cc1CNCc1ccc(C(F)(F)F)cc1	-4	-1	83	-14	0.6	-7	-2
CC(C)C#Cc1cnc2c(c1)C(=O)N([C@H](C)CO)C[C@H](C)[C@H](CN(C)C(=O)c1cnccn1)O2	x	-15	6	16	-1.6	-3[16.7 µM]	-4
Cc1cc(=O)[nH]c(-c2ccccc2OC(F)(F)F)n1	3	8	-5	-7	-1.3	x	-9
COc1ccc(CCNC(=O)c2ccc(Cl)c(S(=O)(=O)N3CCCC3)c2)cc1	-3	10	-38	12	2.6	-4	7
CC(C)CC(C(=O)O)N1C(=O)C2C3CC(C2C1=O)C1C(c2ccccc2)c2sc(=O)[nH]c2SC31 (stereo not drawn)	-20	x	15	x	x	x	-3
CN(C)C(=O)C[C@H]1CC[C@@H]2[C@H](COc3ccc(NC(=O)C4CCCCC4)cc3C(=O)N2C)O1	-1	1	2	-3	-1.0	-8[16.7 µM]	2
N/C(=N\OC(=O)c1ccccc1Cl)c1cccc([N+](=O)[O-])c1	-236	-47	20	1	-0.2	4	-26
Cc1cs/c(=N\N=C2CCCCC2)n1Cc1ccco1	9	-4	-11	-6	-0.6	x	1
OC[C@H]1[C@@H](c2ccc(C#Cc3cccnc3)cc2)[C@@H]2CN(Cc3ccccc3F)CCCCN12	3	26	-18	-24	-0.3	-5[16.7 µM]	x
COc1ccc(S(=O)(=O)NC(=O)C2(C)CCN2C(=O)CCc2ccc(Cl)cc2Cl)cc1 (stereo not drawn)	3	35	-5	4	-2.2	-1	3
N#Cc1nccnc1N1CCN(C(=O)Nc2ccccc2)CC1	0	-5	-6	5	-3.2	x	10
Nn1c(SCC(=O)N2CCCC2)nnc1-c1cccs1	-24	-16	6	-10	3.2	0	-2
CC(=O)Nc1ccc(SCC(=O)OCC(=O)NC(=O)NCCC(C)C)cc1	18	7	-3	-1	-1.2	4	-1
C[C@H]1CN([C@@H](C)CO)S(=O)(=O)c2ccc(C#CC3CC3)cc2O[C@@H]1CN(C)S(C)(=O)=O	-3&-9	-3&-12&-11	-13&-3	16&10&17	2.4&1.8&-0.4	25	-8&-3
Cc1noc(C)c1NC(=O)Nc1cccc2c1O[C@@H](CN(C)S(=O)(=O)c1ccc(Cl)cc1)[C@@H](C)CN([C@@H](C)CO)C2=O	-7	-9	4	-3	-0.1	-2[16.7 µM]	x
C[C@H](CO)N1C[C@H](C)[C@H](CN(C)Cc2ccccc2)OCCCC[C@H](C)Oc2ccc(NC(=O)c3ccccc3)cc2C1=O	20	3	-14	-8	2.1	1[16.7 µM]	3
O=S(=O)(Nc1nc(CN2CCOCC2)nc2sc3c(c12)CCCC3)c1cc(F)ccc1F	4	x	-3	x	x	-4	x
CN(C)CCCNC(=O)C[C@@H]1CC[C@H](NS(=O)(=O)c2ccc(F)cc2)[C@@H](CO)O1	-3	-2	9	1	-0.3	x	x
O=C(Nc1cccc(F)c1)N1CCc2nc(NCc3cccc(Oc4ccccc4)c3)ncc2C1	32	19	x	12	1.2	5	7
O=C(O)/C(=C\c1ccccc1OC(F)F)c1ccc(-c2ccccc2)cc1	2	-39	-2	u	2.2	1	-8
Cc1cc(C)cc(N(C(C)C(=O)N2CCOCC2)S(C)(=O)=O)c1 (stereo not drawn)	-6	-2	11	0	0.8	3	2
Cc1ccc(NC(=S)NC(NC(=O)N(C)C)C(Cl)(Cl)Cl)cc1 (stereo not drawn)	4	-4	-13	-5	1.6	-5	11
